Keap1-Nrf2 PPI: Keap1-Nrf2 (human) interaction inhibition. Q14145. Keap1 Kelch-Nrf2 peptide fluorescence polarization, 1536-well. inhibition, % at 9.4 µM. 340,000 compounds, 0.15% hits. AID 504523; in the data active means inhibition above about 12%;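 further: human Keap1 Kelch domain with fluorescein labeled Nrf2 9mer peptide probe; 0% = neutral control wells and 100% = peptide positive control; higher means more block of Keap1 binding to Nrf2 peptide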
DAGLB inh: diacylglycerol lipase beta (human) inhibition; Q8NCG7; HEK293T DAGLB membrane lysate, EnzChek fluorogenic substrate; inhibition, % at 5.17 µM; 340,000 compounds, 0.059% hits; in the data active means inhibition above about 34%;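 further: 0% = enzyme with vehicle and 100% = wells lacking enzyme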
LANA DNA inh: inhibitors of KSHV LANA C-terminal domain DNA binding | MBP-C-LANA/FAM-LBS DNA binding, fluorescence polarization | inhibition, % at 9 µM | 340,000 compounds, 0.078% hits | AID 504423;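 active means highest replicate inhibition at or above 60% at 9 µM, even if other replicates fall short; inactive means all replicates below 60% inhibition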;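 further: 0% = neutral control wells and 100% = 4 µM acridine orange control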
PKA-R2B act: PKA-R2B complex activation; P22694+P31323; PKA-R2B holoenzyme dissociation, Cy5-IP20 fluorescence polarization; R2B truncated from residue 108, S112A mutant; 0% DMSO only, 100% 113 µM cGMP; activation, % at 11.4 µM; 340,000 compounds, 0.079% hits;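 active means activation above a cutoff set at the mean over all compounds plus 3 SD, cut at about 18% in these data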;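 further: higher means more holoenzyme dissociation and a rise in polarization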
Target sequence (P31323 whole entry, looked up, other chains not shown, the tested form may be a part): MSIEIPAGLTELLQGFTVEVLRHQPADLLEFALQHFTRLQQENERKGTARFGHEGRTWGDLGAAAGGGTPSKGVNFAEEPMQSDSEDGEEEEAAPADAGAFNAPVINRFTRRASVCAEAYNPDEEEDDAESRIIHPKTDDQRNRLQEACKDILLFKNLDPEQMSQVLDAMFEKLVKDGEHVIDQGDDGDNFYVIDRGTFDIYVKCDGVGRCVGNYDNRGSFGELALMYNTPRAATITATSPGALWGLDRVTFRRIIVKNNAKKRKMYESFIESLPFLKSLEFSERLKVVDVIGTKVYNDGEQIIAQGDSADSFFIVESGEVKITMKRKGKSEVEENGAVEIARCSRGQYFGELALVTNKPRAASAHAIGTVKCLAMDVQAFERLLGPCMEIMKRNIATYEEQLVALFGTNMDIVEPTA
CAL PDZ FP-1: human CAL PDZ-peptide interaction inhibition; inhibition, % at 20 µM; Q9HD26; purified CAL PDZ, TMR-peptide fluorescence polarization, 1 h; 330,000 compounds, 0.02% hits; AID 504414;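 active means highest replicate inhibition of at least 40%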;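 further: plate controls were DMSO neutral control wells for no effect and unlabeled competitor peptide control wells for full effect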
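Test system: tagged CAL PDZ domain / Buffer or medium: sodium phosphate/NaCl buffer pH 7.4 with TCEP, IgG, Thesit / Reagent: TMR-labelled reporter peptide T*-PRC34 bound in PDZ groove / Compound dosing: single point, 20 µM / Schedule: 1 h incubation at room temperature before polarization reading / Technique: fluorescence polarization (mP) / Benchmarks: unlabelled peptide, DMSO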
RTF Ca sens inh: cardiac RTF calcium desensitization | 340,000 compounds, 0.12% hits | P19429+P45379 | inhibition, % at 7.15 µM | AID 493244 | IANBD-labeled cardiac RTF, Ca2+ fluorescence;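 active means inhibition above the mean inhibition of all tested compounds plus 3 SD, cut at about 17% in these data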;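 further: assay run at fixed EC70 calcium of 1.6 mM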
CAL PDZ FP-2: CAL PDZ (human) peptide binding inhibition; Q9HD26; purified CAL PDZ, TMR-peptide fluorescence polarization, 1 h; inhibition, % at 24.9 µM; 300,000 compounds, 0.92% hits; AID 602252;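 active means mean inhibition of at least 30% with at least half of replicates also reaching 30%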;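 further: 0% = DMSO neutral control and 100% = excess unlabeled competitor peptide PRC23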
RTF Ca sens act: cardiac RTF calcium sensitization; activation, % at 7.2 µM; P19429+P45379; 340,000 compounds, 0.24% hits; IANBD-labeled TnC RTF fluorescence at EC20 calcium; 0% EC20 calcium, 100% full calcium; AID 493008;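 active means activation above the mean over all tested compounds plus 3 SD, cut at about 30% in these data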;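 further: rise in fluorescence read as greater calcium sensitivity of cardiac thin filaments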
Rtt109 HAT inh: C. albicans Rtt109 histone acetyltransferase inhibition | purified Rtt109/Vps75, ThioGlo CoA-SH fluorescence, 4 h | inhibition, % at 34.9 µM | 330,000 compounds, 0.16% hits;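 active means inhibition of at least 50% in every replicate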
SR-BI DiI-HDL act: SR-BI HDL lipid transfer activation; 320,000 compounds, 0.096% hits; activation, % at 12.5 µM; CHO ldlA[mSR-BI] cells, DiI-HDL uptake fluorescence, 3 h; 100 = double the neutral-control signal;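 active means mean replicate activation of at least 60% and every replicate at or above 60%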;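 further: 0% = median plate neutral-control signal and 100% = twice that signal; values of inactives mirror those of a sister screen read the other way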
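Test system: SR-BI-overexpressing, LDLR-lacking CHO cells; Also added: labelled HDL, 10 µg/mL; Measured by: bottom-read cell fluorescence after medium removal, ex 550/em 595 nm; Timing: 3 h uptake period with compound, 37 °C; Buffer or medium: F12, 0.5% BSA, 25 mM HEPES; Doses: single compound concentration, delivered by pin transfer.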
Numbers without * were called inactive; . = not tested or not shown.

(1) Cc1sc(NC(=O)CCCC(=O)O)c(C#N)c1C
(2) CCC1(CC)SC(N)=NC1=O
(3) O=C(NCc1ccco1)C(c1ccccc1)N(CC1CCCO1)C(=O)Cn1nnc2ccccc21 (stereo unspecified)
(4) Cc1ccc(C)n1NC(=O)c1ccco1
(5) COc1nc(Nc2cccc(C)c2)nc(N2CCCCC2)n1
(6) COc1cccc(-c2coc3c(C)c4oc(=O)c(CC(=O)O)c(C)c4cc23)c1
(7) CCCCn1nc2cc(C(=O)NCCCCc3ccccc3)ccc2c1OCC
(8) O=C(COc1ccc(Cl)cc1Br)Nc1nnc(C2CC2)s1
(9) COCCC(=O)N1CCC(Oc2ccc(C(=O)NC(C)CCn3cccn3)cc2)CC1 (stereo unspecified)
(10) O=C(CSCC(=O)Nc1cccc2ccccc12)Nc1cccc2ccccc12
assay / entry,1,2,3,4,5,6,7,8,9,10
Keap1-Nrf2 PPI,-1,-2,-4,-1,2,-2,0,2,-3,3
DAGLB inh,-1,-2,-1,4,-8,2,0,2,-1,-2
LANA DNA inh,-0.1,3.2,-5.7,-1.1,-1.4,-2.4,-1.8,0.6,-1.4,-1.6
PKA-R2B act,-3,-14,-6,1,-5,2,-11,0,-12,-5
CAL PDZ FP-1,-1.7,-0.6,.,-0.8,-2.1,-8.2,0.1,-0.2,-2.2,0.3
RTF Ca sens inh,-4,-1,1,-3,2,1,-8,-6,5,-17
CAL PDZ FP-2,-2,.,-2,0,-5,-8,-2,-6,-2,0
RTF Ca sens act,-3,1,-2,1,-5,-7,7,1,-3,0
Rtt109 HAT inh,-3,1,-1,18,-5,6,-1,-10,-3,1
SR-BI DiI-HDL act,20,13,25,7,5,14,-20,10,8,.

(11) O=C(Nc1ccc(F)cc1F)c1csc(-c2ccccc2)n1
(12) CCOC(=O)C1CN(S(=O)(=O)c2ccccc2)c2cc(S(=O)(=O)CC)ccc2O1 (stereo unspecified)
(13) NC(=O)c1ccccc1OCc1nnc(-c2ccccc2Br)o1
(14) Cc1ccc(NC(=O)c2cccs2)cc1NC(=O)c1cccc(F)c1
(15) O=C(O)c1ccccc1C(=O)c1ccc(Oc2ccccc2)cc1
(16) O=C(Nc1cccc(C(F)(F)F)c1)c1cc2c(=O)c3ccccc3oc2nc1C(F)(F)F
(17) Cc1ccc(C)c(S(=O)(=O)NCC(=O)Nc2sc3c(c2C(N)=O)CCC(C)C3)c1 (stereo unspecified)
(18) O=C(CCCc1ccccc1)Nc1cccc([N+](=O)[O-])c1
(19) O=C(COC(=O)/C=C/c1cccc(C(F)(F)F)c1)NCc1ccccc1
(20) O=C(CCN1CCCCC1)c1ccc2c(c1)OCCO2
assay / entry,11,12,13,14,15,16,17,18,19,20
Keap1-Nrf2 PPI,-2,2,1,-3,-1,0,-3,4,6,-7
DAGLB inh,-25,3,2,0,2,2,3,-8,-6,-3
LANA DNA inh,0.8,-2.2,1.3,-1.0,-0.5,-1.6,-0.7,-0.9,0.2,-0.4
PKA-R2B act,-2,1,-7,-1,-1,6,1,7,-4,-15
CAL PDZ FP-1,-3.7,-3.2,-0.4,-1.7,-1.2,-5.0,-1.5,-0.9,0.0,-2.8
RTF Ca sens inh,0,-9,0,-2,-2,-13,-11,-3,-20,-6
CAL PDZ FP-2,-4,-5,.,-9,-2,.,-3,.,-5,-4
RTF Ca sens act,8,12,-6,-4,3,3,-1,0,-2,13
Rtt109 HAT inh,-1,0,12,1,-11,-13,-4,13,0,.
SR-BI DiI-HDL act,3,-6,.,-60,36,-24,-28,22,19,-9

(21) O=C(Nc1ccc2oc(-c3ccncc3)nc2c1)c1cccs1
(22) CSc1ccc(CN2CCC(Cc3ccccc3)CC2)cc1
(23) c1ccc(CSc2nnc(-c3ccccn3)n2-c2ccccc2)cc1
(24) Cc1ccc2c(c1)C(c1ccc(F)cc1)N(C(=O)c1ccc(S(=O)(=O)N(C)C)cc1)CC(=O)N2 (stereo unspecified)
assay / entry,21,22,23,24
Keap1-Nrf2 PPI,-2,-1,-2,-1
DAGLB inh,0,-2,-4,-1
LANA DNA inh,0.3,-0.2,-1.3,-0.2
PKA-R2B act,0,-9,-8,-5
CAL PDZ FP-1,-2.6,-1.0,-0.4,-1.3
RTF Ca sens inh,-6,-3,-1,-9
CAL PDZ FP-2,-3,-1,.,-6
RTF Ca sens act,1,-7,-4,3
Rtt109 HAT inh,-3,6,9,-16
SR-BI DiI-HDL act,-31,-10,-1,8

Of the compounds above, these contain fluorine.
(11) O=C(Nc1ccc(F)cc1F)c1csc(-c2ccccc2)n1
(14) Cc1ccc(NC(=O)c2cccs2)cc1NC(=O)c1cccc(F)c1
(16) O=C(Nc1cccc(C(F)(F)F)c1)c1cc2c(=O)c3ccccc3oc2nc1C(F)(F)F
(19) O=C(COC(=O)/C=C/c1cccc(C(F)(F)F)c1)NCc1ccccc1
(24) Cc1ccc2c(c1)C(c1ccc(F)cc1)N(C(=O)c1ccc(S(=O)(=O)N(C)C)cc1)CC(=O)N2 (stereo unspecified)
assay / entry,11,14,16,19,24
Keap1-Nrf2 PPI,-2,-3,0,6,-1
DAGLB inh,-25,0,2,-6,-1
LANA DNA inh,0.8,-1.0,-1.6,0.2,-0.2
PKA-R2B act,-2,-1,6,-4,-5
CAL PDZ FP-1,-3.7,-1.7,-5.0,0.0,-1.3
RTF Ca sens inh,0,-2,-13,-20,-9
CAL PDZ FP-2,-4,-9,.,-5,-6
RTF Ca sens act,8,-4,3,-2,3
Rtt109 HAT inh,-1,1,-13,0,-16
SR-BI DiI-HDL act,3,-60,-24,19,8
